Kir21 inh = Kir2.1 (mouse) channel inhibition; P35561; actives 0.85% (n = 310,000); B-score at 10 µM; HEK293-Kir2.1, FluxOR thallium flux fluorescence; active compounds read low; AID 1672;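 active means fluorescence ratio B-score at or below minus 3 SD of library scores, with starting-brightness B-score within 2 SD, cut at about -4.2 in these data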;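 further: channel flux triggered by added potassium and thallium sulfate stimulus; B-score of peak minus minimum fluorescence over baseline after thallium stimulus; more negative B-score means stronger Kir2.1 block with less thallium influx; some compounds called inactive have numbers as strong as hits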
Target sequence (P35561 whole entry, looked up): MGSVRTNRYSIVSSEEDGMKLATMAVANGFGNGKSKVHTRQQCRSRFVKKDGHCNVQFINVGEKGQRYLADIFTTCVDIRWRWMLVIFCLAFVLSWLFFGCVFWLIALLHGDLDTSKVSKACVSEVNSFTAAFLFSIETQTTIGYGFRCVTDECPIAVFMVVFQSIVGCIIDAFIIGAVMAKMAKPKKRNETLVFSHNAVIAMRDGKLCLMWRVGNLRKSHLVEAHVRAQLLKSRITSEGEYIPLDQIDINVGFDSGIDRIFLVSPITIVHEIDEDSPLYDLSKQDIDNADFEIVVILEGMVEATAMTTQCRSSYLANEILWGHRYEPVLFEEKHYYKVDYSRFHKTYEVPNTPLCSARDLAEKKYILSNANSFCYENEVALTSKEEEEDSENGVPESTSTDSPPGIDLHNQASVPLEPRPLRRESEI
KCNQ2 inh = KCNQ2 channel blockers in CHO-K1 cells – cell-based, FluxOR thallium flux, B-score, primary screen (AID 2156). B-score at 10 µM. actives 1.1% (n = 310,000). O88943. 20 min; active compounds read low;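 active means fluorescence ratio B-score at most minus 3 library SDs, with starting brightness B-score within 2 library SDs, cut at about -5.5 in these data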
Numbers without * were called inactive; i = inactive.

Kir21 inh | KCNQ2 inh | SMILES
-0.46 | i | CC(C(=O)NC1C(=O)N2C(C(=O)O)=C(CSc3nnnn3C)CSC12)n1cc(Br)cn1 (stereo not drawn)
0.03 | i | O=C(CSc1nnc2nnc3ccccc3n12)N1CCOCC1
-0.71 | i | Nc1nnc(CSCc2ccc(Cl)cc2Cl)s1
0.44 | i | O=C(Cc1n[nH]c(=O)c2ccccc12)NCc1ccccc1
-0.27 | i | ONC(=Nc1cccc(C(F)(F)F)c1)c1cccnc1
-1.1 | i | CN(C)CCn1c(=S)[nH]c2ccc(Cl)cc2c1=O
-1.3 | i | NS(=O)(=O)c1ccc(CCNC(=O)Cc2ccc(S(=O)(=O)N3CCCC3)s2)cc1
-0.26 | i | Cc1ccc(-n2nnc3c(SCC(=O)NCc4ccco4)ncnc32)cc1
-0.01 | i | Cc1ccc(C(=O)NCc2ccncc2)cc1S(=O)(=O)N1CCOCC1
-0.68 | i | CC(C(=O)Nc1ccc(S(=O)(=O)Nc2ncccn2)cc1)N1C(=O)c2ccccc2S1(=O)=O (stereo not drawn)
-0.1 | i | COc1ccc([N+](=O)[O-])cc1NS(=O)(=O)c1cccc(C(=O)O)c1
-0.07 | i | O=C1C2C3C=CC(C3=C(c3ccccc3)c3ccccc3)C2C(=O)N1CCO (stereo not drawn)
0.92 | i | Oc1cc(O)c2c(c1)O[C@H](c1ccc(O)c(O)c1)[C@H](O)C2
0.58 | i | COc1ccc(/C=N/NC(=O)c2nnn(-c3nonc3N)c2CN(C)C2CCCCC2)cc1
2.9 | i | O=C(N/N=C/c1ccc([N+](=O)[O-])cc1)c1c[nH]c2ccccc12
-3.6 | i | CCn1nc(CC(C)C)cc1C(=O)N1CCCC(Nc2ccc(F)cc2)C1 (stereo not drawn)
-2.6 | i | Cc1csc(C(=O)NCC(=O)NNC(=O)c2cccc(Cl)c2)c1
1.1 | i | O=C(Cc1cccs1)N1CCN=C1SCc1cccc(F)c1
-1.8 | i | Cc1ccc(C)c(NC2=C(Cl)C(=O)OC2OC(=O)c2ccco2)c1 (stereo not drawn)
0.56 | i | S=c1[nH]nc(-c2cccc3ccccc23)n1-c1cccnc1
-0.26 | i | O=C(COC(=O)Cc1ccc(F)cc1)NC(=O)c1ccccc1
-0.23 | i | CCOC(=O)C1=C(C)Nc2nc3ccccc3n2C1c1ccc(O)cc1 (stereo not drawn)
-0.05 | i | COc1ccc(NC(=S)N(Cc2cccc(Br)c2)CC2CCC(C(=O)O)CC2)cc1 (stereo not drawn)
0.92 | i | COCc1nnc(NS(=O)(=O)c2ccc(C)cc2)s1
-6.6* | i | COc1ccccc1CNC(=O)c1sccc1-c1ccccc1
0.39 | i | Cc1cc(C)n2cc(CSc3nnc(-c4ccccc4)o3)nc2n1
0.06 | i | Cc1onc(-c2ccccc2Cl)c1C(=O)NCCN1CCOCC1
0.21 | i | O=C(CCCl)Nc1ccc(S(=O)(=O)NCc2ccco2)cc1
1.4 | i | COc1ccc(C2C(C(=O)N3CCCCC3)CCC(=O)N2c2cc(OC)c(OC)c(OC)c2)cc1 (stereo not drawn)
0.98 | i | O=C(Nc1ccc2c(c1)OCO2)C1CCCN1C(=O)Nc1ccccc1F (stereo not drawn)
-0.45 | i | CCOc1ccc(S(=O)(=O)N2CCN(C(=O)C3CCC3)CC2)cc1
1.8 | i | C=CCn1c(COc2ccc(F)cc2)nnc1SCC(=O)NC1CCCC1
-1.4 | i | Cc1cccc(NC(=O)c2cc(Cl)ccc2[N+](=O)[O-])c1
-1.3 | i | Cc1cc(OCC(=O)Nc2ccc(CN3CCOCC3)cc2)ccc1Cl
-0.02 | i | O=C(Nc1ccc(F)cc1F)N1CCN(c2ncccn2)CC1
1.8 | i | Cc1cc(NC(=O)c2ccc(Cl)cc2)c(C)cc1O
2.6 | i | O=C1c2ccccc2C(=O)c2c1ccc1c(=O)n(C3CCCCC3)[nH]c21
1.8 | i | COc1ccc(/C=N\NC(=O)c2ccccc2OC)cc1COc1ccccc1C
-2.5 | i | CC(C)n1c(SCC(=O)NCc2ccco2)nnc1C1CC1
-1.1 | i | O=C(CSc1ncc(-c2ccc(F)cc2)[nH]1)NCc1ccco1
0.38 | i | Cc1ccc(S(=O)(=O)N(C)c2ccc(C(=O)NCCc3ccccc3)cc2)cc1
-1.3 | i | CCN(CC)S(=O)(=O)c1cccc(C(=O)Nc2nc3cc4c(cc3s2)OCCO4)c1
-0.8 | i | N=c1c(C(=O)NCC2CCCO2)cc2c(=O)n3ccccc3nc2n1Cc1ccc(Cl)cc1 (stereo not drawn)
-0.32 | i | CCOc1ccc(N2C(=O)/C(=C/c3ccco3)N(C)C2=S)cc1
1.1 | i | CC(/C=C/c1ccccc1)=N\NC(=O)c1ccc(Br)cc1
0.69 | i | COCCNC(=O)Nc1ccc2nc(C)sc2c1
0 | i | CCOC(=O)CSc1nc2c(c(=O)[nH]c(=O)n2C)n1C/C=C(/C)Cl
0.43 | i | CCOc1ccc(C(=O)C2CCN(C(=O)c3ccc([N+](=O)[O-])cc3)CC2)cc1
-0.75 | i | CN(c1ccccc1)S(=O)(=O)c1ccc(C(=O)OCC(=O)NC(N)=O)cc1
-1 | i | CC1CCC(NC(=O)C2CCC(CNS(=O)(=O)c3cccc4cccnc34)CC2)CC1 (stereo not drawn)
0.05 | i | COc1ccccc1NC(=O)c1ccc(NC(=O)COC(=O)C(C)C)cc1
-0.01 | i | C/C(=N\NC(=O)COc1ccc(C)cc1C(C)C)c1ccc(-n2ccnc2)cc1
-0.87 | i | CCOc1cc(C)c(S(=O)(=O)NC2CCCCC2)cc1C
-0.13 | i | COc1ccccc1NC(=O)C1CCCCC1
0.75 | i | COc1ccc(C(=O)OCCNC(=O)c2c(Cl)nc3ccccn23)cc1
0.31 | i | COCCN(C(=O)c1ccco1)C(C(=O)NC1CCCC1)c1cccs1 (stereo not drawn)
-0.28 | i | O=C(COC(=O)/C=C/c1ccc(C(F)(F)F)cc1)NC1CCCC1
-2.2 | i | CCS(=O)(=O)c1ccc(O)c(NC(=O)COc2ccc(OC)cc2)c1
-0.24 | i | CC(C)Cn1c(-c2ccc(C#N)cc2)nc2c1c(=O)[nH]c(=O)n2CC(C)C
0.91 | i | CCC(C)NCCCCOc1ccc(C)cc1[N+](=O)[O-] (stereo not drawn)

Whole records as entered above. Values in the order: Kir21 inh, KCNQ2 inh
Cc1ccc(S(=O)(=O)N(C)c2ccc(C(=O)NCCc3ccccc3)cc2)cc1 is listed with 0.38, i
CC(C)Cn1c(-c2ccc(C#N)cc2)nc2c1c(=O)[nH]c(=O)n2CC(C)C is listed with -0.24, i
CCS(=O)(=O)c1ccc(O)c(NC(=O)COc2ccc(OC)cc2)c1 is listed with -2.2, i

At a glance, four of the compounds above:
Kir21 inh | KCNQ2 inh | SMILES
-0.28 | i | O=C(COC(=O)/C=C/c1ccc(C(F)(F)F)cc1)NC1CCCC1
-2.2 | i | CCS(=O)(=O)c1ccc(O)c(NC(=O)COc2ccc(OC)cc2)c1
-0.24 | i | CC(C)Cn1c(-c2ccc(C#N)cc2)nc2c1c(=O)[nH]c(=O)n2CC(C)C
0.91 | i | CCC(C)NCCCCOc1ccc(C)cc1[N+](=O)[O-] (stereo not drawn)

New compounds follow.
Kir21 inh | KCNQ2 inh | SMILES
0.6 | i | CC(=O)c1cccc(NC(=O)COC(=O)c2ccccn2)c1
2.1 | i | COc1ccc(N2CCN(C(CNC(=O)C(=O)NCc3ccncc3)c3ccco3)CC2)cc1 (stereo not drawn)
2.3 | i | COC(=O)C1=NN(c2cccc(C)c2)C2C(=O)N(c3ccccc3OC)C(=O)C12 (stereo not drawn)
0.56 | i | CCCOc1ccc(C(=O)NCCCn2ccnc2)cc1
-2.4 | i | Cc1cccc(CSCc2ccc(C(=O)O)o2)c1
-0.47 | i | N=C1/C(=C\c2ccc(OC(=O)c3ccco3)cc2)C(=O)N=C2SC(N3CCCCC3)=NN12
1.1 | i | CCCCN1CC(C(=O)NC2CCCCC2)CC1=O (stereo not drawn)
0.04 | i | CCOC(=O)c1cnc2nc(COc3ccccc3)[nH]n2c1=O
1 | i | CCOc1ccc(N=C2NC(=O)S/C2=C\c2ccc(O)cc2)cc1
-0.19 | i | COc1cc2c(cc1OC)CN(c1nc(CN3CCOCC3)nc3sc4c(c13)CCCC4)CC2
-2.1 | i | C=CCN(CC=C)C(=S)NC(=O)Cc1cccc2ccccc12
-0.78 | i | CCCC(=O)N1CC(=O)Nc2ccc(C)cc2C1c1ccccc1 (stereo not drawn)
0.31 | i | CCC(=O)NC(Nc1c(C)n(C)n(-c2ccccc2)c1=O)C(Cl)(Cl)Cl (stereo not drawn)
-0.19 | i | Nc1nc(NCCN2CCOCC2)nc(NCc2ccccc2)c1[N+](=O)[O-]
0.89 | i | O=C(Cc1ccccc1)Nc1nnc(SCC(=O)NC2CCCC2)s1
-1.7 | i | Cc1cc(C)cc(N(CCC#N)C(=O)COC(=O)C2CCN(c3ccc(C(F)(F)F)cn3)CC2)c1
-0.5 | i | COc1ccc(OC)c(NC(=S)NC(=O)c2ccc(Br)o2)c1
-0.06 | i | O=C(NCCCc1ccncc1)C1CCC(=O)N(Cc2ccc(Cl)cc2)C1 (stereo not drawn)
0.29 | i | Cc1c(NC2=NC3(CCCCC3)Cc3ccccc32)c(=O)n(-c2ccccc2)n1C
-0.4 | i | Cc1nn(CC2CC2)c(=O)n1N(C)c1ncc(C(F)(F)F)cc1Cl

Exported as labelled records: part of the list above.
smiles: CCCC(=O)N1CC(=O)Nc2ccc(C)cc2C1c1ccccc1 (stereo not drawn)
- Kir21 inh: -0.78
- KCNQ2 inh: i

smiles: COc1cc2c(cc1OC)CN(c1nc(CN3CCOCC3)nc3sc4c(c13)CCCC4)CC2
- Kir21 inh: -0.19
- KCNQ2 inh: i

smiles: CCOc1ccc(N=C2NC(=O)S/C2=C\c2ccc(O)cc2)cc1
- Kir21 inh: 1
- KCNQ2 inh: i

(list continues)
Kir21 inh | KCNQ2 inh | SMILES
-0.98 | i | O=C1c2cccc3cccc(c23)C(=O)N1c1cccnc1
0.06 | i | COc1ccc(Cl)cc1NC(=O)c1c(-c2ccccc2)noc1C
2.4 | i | N/C(=N\OC(=O)c1ccccc1Br)c1cccc([N+](=O)[O-])c1
0.04 | i | CC(C)C[C@@H](C(=O)N[C@@H](C(=O)O)c1ccccc1)N1C(=O)N2CCc3c([nH]c4ccccc34)[C@@]2(C)C1=O
0.19 | -6.4* | Cc1ccc(N2C(=O)[C@@H]3[C@H](C2=O)C2c4ccccc4C=CN2[C@@H]3C(=O)c2ccco2)c(C)c1 (stereo partly drawn)
0.95 | i | CN([C@@H](Cc1ccc(OS(=O)(=O)c2cccc3cnccc23)cc1)C(=O)N1CCN(c2ccccc2)CC1)S(=O)(=O)c1cccc2cnccc12
1 | i | CCOC(=O)C1=C(CCc2ccccc2)NC(=O)NC1c1cccc([N+](=O)[O-])c1 (stereo not drawn)
0.15 | i | CC(C)n1nnnc1SCC(=O)N1CCN(C(=O)c2ccco2)CC1
0.98 | i | COc1ccc(NC(=O)CO/N=C2/CCCc3nonc32)c(OC)c1
-0.35 | i | CN(Cc1cnn(C)c1)S(=O)(=O)c1cccc([N+](=O)[O-])c1
-0.27 | i | Cc1cc2ccccc2c(=O)n1CC(=O)NCC(=O)N1CCCC(C)C1 (stereo not drawn)
-4.1 | i | O=C1C=CC2C(c3ccc4c(c3)OCO4)CC1N2Cc1ccccc1 (stereo not drawn)
0.37 | i | Cc1ccc(S(=O)(=O)N2C3C=CC(C3)C2C(=O)O)cc1 (stereo not drawn)
-1.4 | i | CNC(=O)CN(c1ccc(Oc2ccccc2)cc1)S(=O)(=O)c1ccc(C)cc1
-0.25 | i | NN1C(=O)/C(=C\c2ccco2)SC1=S
0.08 | i | O=C(c1cccs1)N(Cc1ccc(Cl)cc1)C1CCS(=O)(=O)C1 (stereo not drawn)
0.76 | i | Cc1nc(-c2ccc(F)cc2)c(CC(=O)N(C)CC(=O)Nc2ccccc2Br)s1
0.14 | i | O=C(Nc1nnc(C23CC4CC(CC(C4)C2)C3)s1)c1ccco1
0.46 | i | CC(=O)Nc1ccc(S(=O)(=O)N(C)CC(=O)N/N=C/c2ccc(C(=O)O)cc2)cc1
0.42 | -5.5* | CCN(CC)S(=O)(=O)c1ccc(N2CCOCC2)c(NC(=O)c2cc3ccccc3oc2=O)c1
2.3 | i | CCOC(=O)Cc1c(C)nc2cc(-c3ccc(C)cc3)[nH]n2c1=O
1.2 | i | COc1ccc(NC2CCCN(C(=O)c3c(C)noc3C)C2)cc1 (stereo not drawn)
1.6 | i | COc1c(C)cc(C(=O)C2CCCN(C(=O)C3=C(C)OCCO3)C2)cc1C (stereo not drawn)
-1 | i | Cc1ccccc1-n1ncc2c1CC(C)(C)CC2NC(=O)CN1CCCC1=O (stereo not drawn)
-0.01 | i | CC(C)C(NC(=O)c1ccccc1F)C(=O)NCCc1ccccn1 (stereo not drawn)
-0.17 | i | CCOC(=O)C(=CNc1cc(C)ccc1-n1cccc1)C(=O)OCC
0.53 | i | NCCc1nnc(SCc2ccccc2F)o1
-2.6 | i | Cc1cc(N)n(-c2ncnc3scc(-c4ccc(Cl)cc4)c23)n1
1.2 | i | Cc1cc(C(C)(C)C)oc1C(=O)N(CC(=O)NC1CCCC1)Cc1ccc(Cl)cc1
0 | i | Cc1sc2ncnc(Nc3ccc(N4CCOCC4)cc3)c2c1-c1ccccc1
-1.3 | i | CCC(C)[C@H](N)c1nnc(SCC(=O)Nc2cccc(Cl)c2)o1 (stereo partly drawn)
2.6 | i | COC(=O)c1cn(NC(=O)c2cccc(OC)c2)c(=O)c2ccccc12
2.9 | i | O=C(Nc1ccc(Cl)c(Cl)c1)OCc1cccnc1
1 | i | CCNC(=S)Nc1cc(OCC)c(NC(=O)c2cccs2)cc1OCC
1.3 | i | N#CC(C(=S)Nc1ccccc1)c1nc2ccccc2[nH]1 (stereo not drawn)

Compound activity deposited in PubChem by Johns Hopkins Ion Channel Center.
